Insulin prom up: MIN6 insulin promoter up-regulation | MIN6 insulin promoter-GFP reporter, high-content imaging; stronger effect = higher value | z-score at 5 µM | 190,000 compounds, 0.3% hits;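 active = z-score above 3 at 5 µM with at least 500 cells counted in the well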
Hep lipid drop: hepatic lipid droplet formation modulation | inhibition, % at 6.5 µM | AML12 mouse hepatocytes, oleate lipid droplets, BODIPY imaging | 240,000 compounds, 0.4% hits | AID 1656;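 active = lipid droplet intensity inhibited by at least 50%, with more than 500 cells counted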
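Material – AML12 mouse liver cells · Also added – oleate loading, 100 µM · Compound dosing – 6.5 µM single-point dosing · Times – overnight treatment with compound plus oleate · Measured by – fluorescence imaging, 20x objective, two fields per well · Read-out – percent inhibition of filter-corrected integrated lipid droplet intensity per well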
Autophagy mod: modulators of autophagy; MEF GFP-LC3 puncta imaging; test concentration mostly 10 µM; AID 463193; 190,000 compounds, 0.98% hits; calls only at 10 µM (by protocol);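 active = percentage of spot-positive cells more than 3 SD above its plate mean, without a fluorescence outlier flag or 80% toxicity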;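 also: spot-positive cell cutoff set from DMSO-treated cells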
MT stabilizer: stabilizes microtubules in HeLa cells; HeLa tubulin immunostaining HCS, 24 h; share of cells brighter than vehicle mean+2SD; % tubulin-high responders, % at 10 µM; 200,000 compounds, 0.83% hits;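 active = plate Z-score above 3 for both tubulin-high and condensed-nucleus cell shares, with cell loss under 80%, at 10 µM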;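 also: anti alpha tubulin signal scored within the nucleus-defined area of each cell; some results filed as inactive read as strong as hits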
Myeloid diff 2: myeloid differentiation induction; ER-HoxA9 myeloid progenitors, lysozyme-GFP differentiation, flow cytometry; calls only at 10 µM; 360,000 compounds, 1% hits; AID 624256;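 active = normalized GFP-positive differentiation at or above the plate's own cutoff, the solvent-only control mean plus 3 SD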;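 also: cells exposed to compound for four days before flow analysis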
West Nile virus CPE: inhibition of WNV-induced cytopathic effect – cell-based, CPE readout (AID 1621) | West Nile virus-infected cells, CPE inhibition; higher % means a stronger effect | CPE inhibition, % at 10 µM, or IC50 in µM where a hit was titrated | 290,000 compounds, 0.02% hits; in the data active = a potency from the dose series; also: strong numbers were not always called active
WT yeast gro inh: growth inhibition of WT yeast, mitochondrial fusion screen; mitochondrial fusion phenotypic screen, WT strain; inhibition, % at 10 µM; 190,000 compounds, 2.1% hits; in the data active = inhibition above about 58%; tested in S. cerevisiae
T cell modulator: T cell immune modulators affecting CD8 T cell-vesicle binding; 2C CD8+ T cell-vesicle binding, flow cytometry; stronger effect = lower value; calls only at 7 µM; 330,000 compounds, 0.068% hits; AID 2052;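 active = response, share of CD8 T cells binding vesicles, and their 90th percentile fluorescence all below set limits, cut at about 80% in these data, passing the limit was not always enough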
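Material: murine 2C transgenic CD8+ T lymphocytes / Also added: QL9-peptide-loaded Drosophila micro-vesicles bearing Ld, ICAM-1 and B7-1 / Schedule: binding step 1.5 h, 37 °C, antibody labelling 20 min, ice / Signal: flow cytometry, PE anti-B7-1 (FL2) versus Alexa647 anti-CD8 (FL8), PFA-fixed / Evaluation: percent CD8+ FL2 mean versus row control / Benchmarks: naked versus QL9-loaded vesicles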
bCat nuc transl: alters nuclear translocation of beta-catenin in HeLa cells; immunofluorescence imaging; nuclear translocation activity, % at 5 µM; 190,000 compounds, 0.3% hits;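 active = nuclear translocation activity above 50% at 5 µM, with a well cell count of 50 or more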;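 also: per-cell ratio of nuclear to cytoplasmic median beta-catenin stain intensity; plate controls were DMSO negative control for no effect and GSK-3 inhibitor IX positive control for full effect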
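Signal – beta-catenin immunofluorescence imaging with DAPI · Test system – human HeLa cell line · Dosing – 5 µM primary single dose, 0.1% DMSO, 0.02–20 µM confirmation series · Measure – % activation, nuclear-to-cytoplasmic median beta-catenin signal ratio per cell · Incubation – 24 h compound exposure at 37°C, 5% CO2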
WT yeast gro inh mutant strain: further read-out of WT yeast gro inh, marked with its call; inhibition, %; mitochondrial fusion phenotypic screen, mutant strain inhibition
Insulin prom up cell count: second read-out of Insulin prom up, no call of its own (marks repeat the call); cell count; measured here: cytotoxicity, nuclei count;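 total cells summed across four imaged fields per well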
Hep lipid drop cells 6.5 µM: second read-out of Hep lipid drop, no call of its own (marks repeat the call); cell count; measured here: cell count, cytotoxicity flag;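 cells counted across two imaged fields per well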
bCat nuc transl cell count 5 µM: recorded beside bCat nuc transl, whose call it bears; cell count; measured here: cell count, cytotoxicity flag
T cell modulator vesicle-bound %: recorded beside T cell modulator, whose call it bears; double positive events, %; measured here: CD8+ vesicle-bound cell fraction;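 binding gate set so that unloaded-vesicle control wells show 10% double positive cells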
MT stabilizer Hoechst-high %: further read-out of MT stabilizer, marked with its call; % Hoechst-high responders; measured here: nuclear condensation Hoechst responders;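 share of cells brighter than vehicle mean plus two SD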
MT stabilizer cytotoxicity %: further read-out of MT stabilizer, marked with its call; toxicity, %; measured here: cytotoxicity by cell density;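 0% = mean cell density of plate MIN control wells and 100% = no cells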
Autophagy mod cell loss 18 h: second read-out of Autophagy mod, no call of its own (marks repeat the call); toxicity, %; measured here: cell loss, nuclei count;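 cell loss after 18 h compound exposure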
Myeloid diff 2 GFP+ MAC1+ %: recorded beside Myeloid diff 2, whose call it bears; GFP+ MAC1+ double positive, %; measured here: differentiation confirmed by MAC1 staining
An asterisk follows results filed as active; i = inactive; · = no result given; + = active, no number. This is a random part of the collection; 3.9% or so of the library scored in one or more.

A first look, three compounds:
SMILES | Insulin prom up | Insulin prom up cell count | Hep lipid drop | Hep lipid drop cells 6.5 µM | Autophagy mod | Autophagy mod cell loss 18 h | MT stabilizer | MT stabilizer Hoechst-high % | MT stabilizer cytotoxicity % | Myeloid diff 2 | Myeloid diff 2 GFP+ MAC1+ % | West Nile virus CPE | WT yeast gro inh | WT yeast gro inh mutant strain | T cell modulator | T cell modulator vesicle-bound % | bCat nuc transl | bCat nuc transl cell count 5 µM
O=C(NCc1ccc(F)cc1)C1CC(=O)N(C2CCCCC2)C1 (stereo not drawn) | · | · | -4.1 | 708 | · | · | · | · | · | i | 3.8 | -0.4% | · | · | i | 32.3 | · | ·
CCCc1ccc(OCc2ccc(C(=O)N/N=C/c3cccnc3)o2)cc1 | · | · | 3.9 | 697 | · | · | · | · | · | + | 1.7* | -0.2% | · | · | i | 15.5 | · | ·
Cc1nc(SCC(=O)N(C)C2CCCCC2)[nH]c(=O)c1Cc1ccccc1 | 0.85 | 763 | -8.2 | 760 | i | -13.8 | 1.2 | 1.5 | 7.7 | i | 1.7 | -0.8% | -15.8 | -18.2 | i | 17.1 | · | ·

The whole of this part, repeating the preview:
SMILES | Insulin prom up | Insulin prom up cell count | Hep lipid drop | Hep lipid drop cells 6.5 µM | Autophagy mod | Autophagy mod cell loss 18 h | MT stabilizer | MT stabilizer Hoechst-high % | MT stabilizer cytotoxicity % | Myeloid diff 2 | Myeloid diff 2 GFP+ MAC1+ % | West Nile virus CPE | WT yeast gro inh | WT yeast gro inh mutant strain | T cell modulator | T cell modulator vesicle-bound % | bCat nuc transl | bCat nuc transl cell count 5 µM
O=C(NCc1ccc(F)cc1)C1CC(=O)N(C2CCCCC2)C1 (stereo not drawn) | · | · | -4.1 | 708 | · | · | · | · | · | i | 3.8 | -0.4% | · | · | i | 32.3 | · | ·
CCCc1ccc(OCc2ccc(C(=O)N/N=C/c3cccnc3)o2)cc1 | · | · | 3.9 | 697 | · | · | · | · | · | + | 1.7* | -0.2% | · | · | i | 15.5 | · | ·
Cc1nc(SCC(=O)N(C)C2CCCCC2)[nH]c(=O)c1Cc1ccccc1 | 0.85 | 763 | -8.2 | 760 | i | -13.8 | 1.2 | 1.5 | 7.7 | i | 1.7 | -0.8% | -15.8 | -18.2 | i | 17.1 | · | ·
COc1cc(/C=N/Nc2nncn2N)ccc1OCc1c(C)no[n+]1[O-] | -0.21 | 1402 | -3.5 | 715 | · | · | · | · | · | i | 0.5 | 0.1% | · | · | i | 25.6 | -1.5 | 1091
CC(C)=CCOc1ccc2ccc(=O)oc2c1 | 0.06 | 1388 | -1.4 | 708 | i | -1.5 | 5.8 | 1.1 | 11.3 | i | 3.4 | 0.8% | 7.3 | -3.4 | i | 44.2 | -2.4 | 1132
Cc1cccc(C(=O)N2CCCC(Nc3ccc(C(C)C)cc3)C2)n1 (stereo not drawn) | · | · | 1.2 | 766 | · | · | · | · | · | i | 1.6 | -0.5% | · | · | i | 11.9 | · | ·
CC(=O)C1=C(O)C(=O)N(c2ccc(Br)cn2)C1c1ccccc1[N+](=O)[O-] (stereo not drawn) | · | · | 3.8 | 835 | · | · | · | · | · | i | 0.4 | -0.5% | · | · | i | 48.3 | · | ·
CCOc1ccc(S(=O)(=O)NCc2ccc3c(c2)OCO3)cc1NC(C)=O | · | · | -17.0 | 833 | · | · | · | · | · | i | 0.2 | -1.1% | · | · | i | 27.0 | · | ·
O=C(NCc1ccccc1)c1onc(CSc2ccccn2)c1C(=O)NCc1ccccc1 | -0.4 | 987 | · | · | · | · | · | · | · | i | 1.9 | -0.4% | · | · | i | 47.1 | 1.7 | 1163
COc1ccccc1C(=O)NCCC(=O)NCC(c1ccccc1)N(C)C (stereo not drawn) | · | · | -9.7 | 719 | · | · | · | · | · | i | 2.2 | 0.0% | · | · | i | 62.4 | · | ·
N#Cc1c(NC(=S)NC(=O)c2ccccc2)sc2c1CCCC2 | 0.01 | 1159 | 7.4 | 578 | i | -14.9 | 2.2 | 5.4 | 6.7 | i | 0.6 | -0.2% | -2.6 | -12.7 | i | 9.7 | 0.6 | 1107
COc1cccc(NC(=O)c2sc(Cl)nc2C)c1 | · | · | -6.1 | 810 | · | · | · | · | · | i | 1.4 | -0.9% | · | · | i | 19.6 | · | ·
O=C(c1ccccc1F)N1CCN(Cc2ccc3c(c2)OCO3)CC1 | · | · | -0.3 | 749 | · | · | · | · | · | i | 0.1 | -0.6% | · | · | i | 62.9 | · | ·
COc1ccc(/C=C/C(=O)c2ccc3ccccc3c2O)cc1CN1CCOCC1 | 0.03 | 1246 | -21.8 | 566 | i | 0.3 | 5.2 | 3.4 | 0.0 | i | 0.1 | -1.6% | 12.4 | 3.7 | i | 18.4 | -0.1 | 519
CC1CN(C(=O)c2ccccc2Sc2ccccc2C#N)CC(C)O1 (stereo not drawn) | 0.03 | 851 | -5.4 | 749 | i | 8.0 | 1.7 | 1.1 | 9.4 | i | 0.8 | -0.1% | 6.2 | 13.6 | i | 46.5 | -4.3 | 1192
CCOC(=O)N1CCN(C(=O)CN(C)S(=O)(=O)c2ccc3c(c2)C(C)(C)C(=O)N3C)CC1 | -0.49 | 1522 | · | · | i | 10.7 | 7.5 | 1.9 | 4.6 | i | 1.7 | · | 67.6* | -0.5* | i | 24.6 | 0.1 | 1295
COc1ccccc1Nc1nc(NCCCN(C)C)nc(N)c1[N+](=O)[O-] | 0.61 | 1001 | 25.2 | 764 | · | · | · | · | · | i | 0.5 | 0.6% | · | · | i | 16.1 | 1.0 | 1288
COc1cc([N+](=O)[O-])cc(/C=N/N(CCC#N)C(C)=O)c1O | 0.05 | 1511 | 8.7 | 734 | i | 1.8 | 4.3 | 1.4 | 3.5 | i | 0.2 | -0.1% | -24.1 | 2.7 | i | 66.8 | 0.1 | 1526
O=C(COc1ccc(Cl)cc1Cl)N/N=C/CCc1ccccc1 | -0.03 | 1610 | · | · | i | 3.0 | 1.3 | 1.3 | 7.1 | i | 1.7 | 0.3% | -6.0 | 6.8 | i | 23.0 | -0.1 | 1340
COc1ccc(OC)c(-c2nc(C(N)=O)c3[nH]c(=O)n(-c4ccc(F)cc4)c3n2)c1 | 0.33 | 923 | · | · | i | -1.2 | 7.2 | 2.8 | 2.1 | i | 2.1 | 0.4% | -6.1 | -7.6 | i | 55.0 | · | ·
COc1ccccc1CNC(=O)CN(C)S(=O)(=O)c1ccc2c(c1)n(C)c(=O)c(=O)n2C | · | · | -3.4 | 662 | · | · | · | · | · | i | 1.3 | 0.2% | · | · | i | 8.6 | · | ·
CCOCc1nnc(NC(=O)C2CC(=O)N(CCc3ccc(F)cc3)C2)s1 (stereo not drawn) | · | · | -94.7 | 379 | · | · | · | · | · | i | 0.4 | 0.0% | · | · | i | 11.1 | · | ·
CCc1c(C(=O)O)[nH]c2ccc(Br)cc12 | · | · | · | · | i | 7.5 | 5.9 | 2.3 | 1.3 | i | 1.1 | 0.0% | 48.3 | 0.7 | i | 52.5 | · | ·
Cc1ccnc(NC(c2ccsc2)c2ccc3ccc(C)nc3c2O)c1 (stereo not drawn) | -0.73 | 1449 | -0.5 | 684 | i | 20.3 | 1.5 | 2.1 | 3.0 | i | 0.6 | -0.6% | -7.1 | -4.2 | i | 27.3 | 1.2 | 1533
CN1CCN(c2nc3ccccn3c(=O)c2/C=C(\C#N)S(=O)(=O)c2ccc(Cl)cc2)CC1 | -0.18 | 1292 | 2.3 | 708 | · | · | · | · | · | i | 0.3 | -0.2% | · | · | i | 31.5 | 5.1 | 1003
COc1ccc(C(=O)CSc2nnn(-c3cccc(NC(C)=O)c3)n2)cc1 | -0.3 | 1438 | 13.0 | 719 | · | · | · | · | · | i | 0.6 | -0.2% | · | · | i | 38.9 | -0.2 | 1059
Cc1ccc(C(c2nnnn2CC2CCCO2)N2CCN(c3cccc(C)c3C)CC2)cc1 (stereo not drawn) | -1.27 | 1051 | -7.1 | 757 | i | -4.0 | 6.6 | 4.2 | 5.4 | i | 1.5 | -0.3% | 59.9* | 26.3* | i | 22.7 | -4.3 | 1259
NS(=O)(=O)c1ccc(CCNC(=O)CSc2nc3ccsc3c(=O)n2C2CC2)cc1 | -0.05 | 1437 | -10.9 | 667 | i | 5.1 | 2.2 | 3.8 | 8.8 | i | 0.2 | 0.1% | -4.2 | -13.7 | i | 49.6 | -1.3 | 1111
O=C(O)CC1=C(c2ccc(F)cc2)CCC1=O | · | · | 14.5 | 610 | i | -12.0 | 2.5 | 2.4 | 6.5 | i | 0.1 | 0.2% | -6.0 | -31.2 | i | 45.4 | 0.5 | 928
O=C(COC(=O)c1c(Cl)cccc1Cl)NC1CCCCC1 | 0.46 | 1251 | 15.5 | 674 | i | 2.7 | 3.2 | 3.1 | 9.2 | i | 1.0 | -1.9% | -5.3 | 9.0 | i | 19.4 | -2.1 | 1130
C/C(N)=C(/C#N)C(=O)CSc1nn(-c2ccc(Cl)cc2)c(=S)s1 | -0.19 | 1189 | 0.2 | 668 | i | 2.7 | 2.9 | 2.9 | 4.8 | i | 0.3 | -0.7% | 47.1 | 12.0 | i | 36.1 | -1.3 | 1033
O=C(CN1CCN(c2ccc(F)cc2)CC1)Nc1ccc2c(c1)OCCO2 | · | · | 13.5 | 796 | · | · | · | · | · | i | 1.1 | 0.1% | · | · | i | 21.5 | · | ·
